High-throughput results as filed in PubChem.
Tat transport: blocks Tat-dependent protein export in E. coli; E. coli MC4100 TorA-mCherry Tat export, fluorescence; inhibition, % at 10 µM; hit rate 0.036% among 340,000; AID 488895;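 active = mean replicate inhibition at least 50% and at least half of replicates individually reaching 50%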;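 also: exported cargo escapes ClpAP degradation while cytoplasmic cargo is degraded and loses fluorescence; 0% = median of neutral control wells and 100% = median of NaSCN control wells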
PKA-R1A act: activators of PKA-R1A complex; AID 504707; PKA-R1A dissociation, Cy5-IP20 fluorescence polarization; scaled: DMSO 0%, 113 µM cGMP 100%; P00514+P68181; activation, % at 11.4 µM; hit rate 0.083% among 340,000;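 active = percent activation above the mean of all tested compounds plus 3 SD, cut at about 19% in these data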;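 also: higher means more PKAc released from R1A so a rise in polarization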
AddAB inh: less growth of phage-infected E. coli with AddAB; E. coli expressing H. pylori AddAB, absorbance growth; inhibition, % at 11.9 µM; hit rate 0.29% among 330,000; in the data active = inhibition above about 12%;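 also: 0% = vehicle wells of infected cells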
MOR-DOR inv ag: inverse agonists of human mu-delta opioid receptor heterodimerization; P35372+P41143; cell-based MOR-DOR heterodimer luminescence, inverse agonism; inhibition, % at 9.3 µM; hit rate 0.21% among 340,000; AID 504357; in the data active = inhibition above about 22%, passing the limit was not always enough;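 also: 0% = cells with DMSO and 100% = wells without cells with DMSO; values of inactives mirror those of a sister screen read the other way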
HTR5A inv ctr: counter-screen for OPRM1-OPRD1 inverse agonists: human HTR5A inverse agonism; inhibition, % at 9.3 µM; P47898; hit rate 0.083% among 340,000; HTR5A cell line, luminescence; in the data active = inhibition mostly above about 23%, no sharp cut-off; inactive = mostly below about 18%;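 also: 0% = cells with DMSO and 100% = no-cell wells with DMSO; some compounds called inactive have numbers as strong as hits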
Target sequence (P47898 whole entry, looked up): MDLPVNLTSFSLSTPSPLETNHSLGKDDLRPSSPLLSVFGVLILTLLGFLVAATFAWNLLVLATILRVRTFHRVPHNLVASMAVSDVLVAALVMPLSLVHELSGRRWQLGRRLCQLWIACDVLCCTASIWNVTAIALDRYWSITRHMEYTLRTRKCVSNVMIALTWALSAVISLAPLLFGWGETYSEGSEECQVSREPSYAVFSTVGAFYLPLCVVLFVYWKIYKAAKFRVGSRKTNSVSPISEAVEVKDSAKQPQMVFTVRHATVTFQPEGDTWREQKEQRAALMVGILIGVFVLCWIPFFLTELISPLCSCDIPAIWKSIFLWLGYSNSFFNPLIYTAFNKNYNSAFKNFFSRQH
E coli growth: counter-screen for AddAB inhibitors: E. coli growth inhibition; E. coli V3065 growth, OD600 absorbance, 18 h; inhibition, % at 11.9 µM; hit rate 0.27% among 330,000; AID 449728;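 active = inhibition above the campaign's mean inhibition across all tested compounds plus 3 SD, cut at about 9.9% in these data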;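 also: uninfected addAB+ strain grown without phage in ampicillin broth; 0% = DMSO wells and 100% = ciprofloxacin 0.95 µg/ml wells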
PKA-R2B activ: activators of human PKA-R2B complex; P22694+P31323; PKA-R2B holoenzyme dissociation, Cy5-IP20 fluorescence polarization; R2B truncated from residue 108, S112A mutant; 0% DMSO only, 100% 113 µM cGMP; activation, % at 11.4 µM; hit rate 0.079% among 340,000; AID 504700;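 active = activation above a cutoff set at the mean over all compounds plus 3 SD, cut at about 18% in these data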;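 also: higher means more holoenzyme dissociation and a rise in polarization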
Target sequence (P31323 whole entry, looked up, other chains not shown, the tested form may be a part): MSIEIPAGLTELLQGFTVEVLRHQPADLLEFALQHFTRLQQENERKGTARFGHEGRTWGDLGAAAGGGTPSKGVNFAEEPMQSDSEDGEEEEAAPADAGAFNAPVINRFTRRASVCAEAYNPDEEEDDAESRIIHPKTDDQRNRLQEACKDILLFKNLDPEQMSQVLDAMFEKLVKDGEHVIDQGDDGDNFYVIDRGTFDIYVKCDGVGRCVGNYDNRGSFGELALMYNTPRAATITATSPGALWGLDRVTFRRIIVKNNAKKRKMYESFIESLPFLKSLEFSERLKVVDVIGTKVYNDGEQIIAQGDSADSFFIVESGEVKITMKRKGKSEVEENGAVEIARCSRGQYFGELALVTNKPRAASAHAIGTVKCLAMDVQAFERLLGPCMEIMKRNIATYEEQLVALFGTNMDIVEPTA
MOR-DOR ag: agonists of human mu-delta opioid receptor heterodimerization | P35372+P41143 | cells, OPRM1-OPRD1 heterodimerization, luminescence | activation, % at 9.3 µM | hit rate 0.3% among 340,000 | AID 504326; in the data active = activation above about 18%;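 also: 0% = vehicle-treated cells and 100% = reference agonist; values of inactives mirror those of a sister screen read the other way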
phage Ecoli inh: E. coli growth loss with phage present; growth absorbance; inhibition, % at 11.9 µM; hit rate 0.26% among 360,000; in the data active = inhibition above about 11%
PfHsp90 yeast 2: growth inhibition of yeast expressing Plasmodium Hsp90. hit rate 0.32% among 310,000. inhibition, % at 9.4 µM. S. cerevisiae expressing PfHsp90, BacTiter-Glo ATP, 48 h; yeast lacking PDR1 and PDR3 efflux regulators;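 active = every replicate shows inhibition above about 80%, whatever the replicate mean, limit read from the data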;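 also: 0% = DMSO neutral controls and 100% = 20 µM radicicol positive controls; yeast relying on Plasmodium falciparum Hsp90 in place of its own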
SUMO Mot1 rescue: blocks SUMOylation pathway, rescuing yeast Mot1-301 growth. S. cerevisiae Mot1-301 growth rescue, ATP luminescence, 38.5C; percent above DMSO median, 100 means doubled. growth rescue, % at 18.8 µM. hit rate 1% among 320,000;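 active = every valid replicate shows activation above 250% relative to neutral control wells; inactive = the rest, any valid replicate at or below 250%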;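 also: OY570 slx delta 5 strain wells were the positive control but not used for scaling; some compounds called inactive have numbers as strong as hits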
* = called active by the depositor; . = not tested or not shown.

SMILES	Tat transport	PKA-R1A act	AddAB inh	MOR-DOR inv ag	HTR5A inv ctr	E coli growth	PKA-R2B activ	MOR-DOR ag	phage Ecoli inh	PfHsp90 yeast 2	SUMO Mot1 rescue
CCOC(=O)CN1CC23C=CC(O2)C(C(=O)Nc2ccc(C(C)=O)cc2)C3C1=O (stereo not given)	-2	7	-1.8	-2	-32	0.3	1	0.3	4.0	17	4
Cc1cccn2c(=O)c3cc(C(=O)NC(C)C)c(=N)n(Cc4ccncc4)c3nc12	-1	-2	2.0	3	4	-1.1	3	-0.6	1.0	10	4
Cc1cc(=O)[nH]c(SCC(=O)Nc2ccc(Br)cn2)n1	-7	2	3.4	-11	-35	1.7	2	2.0	3.1	15	33
O=C(CSc1nc2[nH]ncc2c(=O)[nH]1)Nc1ccc(Cl)cc1	6	-2	0.7	10	16	0.2	-2	-1.4	1.8	-2	-10
COc1cc(C(=O)N2CCc3ccccc32)ccc1OCc1c(C)noc1C	2	6	0.6	0	-25	2.1	5	0.0	3.5	-13	-8
Cc1cc(C(F)(F)F)n2nc(C(=O)O)c(Cl)c2n1	-2	0	3.7	15	13	0.8	2	-2.5	0.9	7	8
CSCCC(NS(=O)(=O)c1ccc2c(c1)OCCO2)C(=O)N(C)Cc1ccc(C)cc1 (stereo not given)	-1	-8	-2.5	11	8	-1.3	12	-2.0	1.6	-26	16
COCCCNCCCCOc1ccc(OCc2ccccc2)cc1	4	-1	3.4	-7	7	-0.6	-2	1.0	4.1	-24	-10
N#Cc1sc2nc(-c3cccs3)cc(-c3ccccc3)c2c1N	9	-8	2.3	5	-16	-1.1	-10	-0.8	1.6	-37	-1
Cc1ccc(S(=O)(=O)N(Cc2cccc(Cl)c2)C(=O)N2CCN(C)CC2)cc1	-3	-17	1.9	21	15	2.3	-4	-4.4	1.6	-5	686
S=C(NCc1ccco1)Nc1cccc(Cl)c1	-7	9	1.3	-13	8	1.0	-14	2.4	3.9	4	8
CCOc1ccc(C(=O)Nc2cc(Cl)ccc2-n2cncn2)cc1OC	-3	1	0.0	13	-14	0.2	-1	-2.5	2.1	.	-2
Nc1nonc1-n1nnc(C(=O)N/N=C/c2cccc(Cl)c2)c1CN1CCCCCC1	0	8	3.6	1	-14	-1.3	8	-0.1	1.5	-6	-11
COc1ccc(C(=O)Nc2ccc(NS(=O)(=O)c3ccccc3)cc2)cc1OC	-7	-2	0.1	12	-7	1.1	-3	-2.2	4.4	-9	1
CCCOC(=O)C1NC(=O)N2C(C(=O)OCCC)C(C)(C)S[C@H]12 (stereo not given in full)	-4	-5	2.5	5	2	1.6	8	-0.9	3.6	.	-8
COC(=O)c1ccc(NC(=O)CSc2nncn2C)cc1	5	-10	-1.0	18	4	2.5	6	-3.2	3.1	-19	-8
Cc1nnc2c(-c3ccccc3)nc3ccccc3n12	5	-7	2.2	10	-34	0.5	13	-2.3	0.1	5	-2
CCN(CC(=O)NCc1cccs1)C(=O)COc1cccc(C(F)(F)F)c1	3	0	1.9	17	-9	1.6	-2	-4.4	2.1	0	0
Cc1ccc(C)c2[nH]c(=O)c(CCNC(=O)Cc3cccs3)cc12	-2	-8	0.9	5	-6	1.9	-11	-0.8	2.8	4	-1
CCOP(=O)(OCC)C(Nc1ccc([N+](=O)[O-])cc1)c1ccc(Cl)cc1 (stereo not given)	5	-4	0.6	3	7	0.4	-1	-0.5	3.2	-11	-18

The last 2 compounds of the part before are carried over, then new ones follow.
SMILES	Tat transport	PKA-R1A act	AddAB inh	MOR-DOR inv ag	HTR5A inv ctr	E coli growth	PKA-R2B activ	MOR-DOR ag	phage Ecoli inh	PfHsp90 yeast 2	SUMO Mot1 rescue
Cc1ccc(C)c2[nH]c(=O)c(CCNC(=O)Cc3cccs3)cc12	-2	-8	0.9	5	-6	1.9	-11	-0.8	2.8	4	-1
CCOP(=O)(OCC)C(Nc1ccc([N+](=O)[O-])cc1)c1ccc(Cl)cc1 (stereo not given)	5	-4	0.6	3	7	0.4	-1	-0.5	3.2	-11	-18
COc1ccc(OCC(=O)Nc2ccc(S(=O)(=O)Nc3cc(C)nc(C)n3)cc2)cc1	11	-3	4.5	13	-6	-3.5	4	-2.2	1.6	8	-5
O=C(NCCCCc1ccccc1)c1ccc(Br)o1	-2	-2	1.4	3	11	-0.1	-11	-0.5	5.1	-4	6
CC1CN(C(=O)c2cccs2)CC(C)O1 (stereo not given)	8	1	3.2	-1	15	1.4	1	0.1	1.0	5	-13
Cc1nn(-c2ccccc2)c(Cl)c1/C=N/NC(=O)OC(C)(C)C	6	-16	-1.3	6	0	0.0	-5	-1.2	0.7	1	1
CCCCNC(=O)c1cc(C)nn1-c1ccccc1	0	-12	-0.7	14	-8	-1.5	-3	-2.8	1.0	-6	-5
O=[N+]([O-])c1nc2ccccc2[nH]1	-19	5	.	16	9	.	-3	-3.0	3.6	-6	.
O=C(NC1=C(Nc2ccc(F)cc2)C(=O)c2ccccc2C1=O)c1ccc(Cl)cc1	1	3	4.8	-32	-13	1.0	-10	6.2	2.8	19	1
Cc1nc2ccccc2c2oc(C(=O)N3CC(C)CC(C)C3)cc12 (stereo not given)	8	-16	-2.0	18	14	-2.0	2	-3.4	-0.5	-29	26
CC1CC1C(=O)OCC(=O)NNC(=O)c1ccc([N+](=O)[O-])cc1 (stereo not given)	-2	13	-1.2	6	-13	-1.9	-1	-1.4	1.6	-4	0
COc1cc(CC(NC(C)=O)C(=O)NC2CCN(C(=O)C3CC3)CC2)cc(OC)c1 (stereo not given)	-7	-2	-3.8	-6	16	-1.2	-2	1.2	2.2	-3	-10
Cc1cc(S(=O)(=O)N2CCc3ccccc3C2)ccc1F	-1	16	1.8	-15	-33	0.2	-2	2.9	-0.6	-14	-6
CC(C)[C@H]1CN=C2N(C[C@H](C)NC(=O)CCC3CCCCC3)[C@H](Cc3ccc(O)cc3)CN21	6	9	4.1	4	-21	0.1	-5	-0.8	1.3	.	-2
CCOC(=O)c1sc(NC(=O)Cc2c(F)cccc2Cl)nc1C	3	-20	1.4	7	-35	0.8	2	-1.4	2.1	.	12
COc1cc(NC(=O)N2c3ccccc3Sc3ccccc32)c(C(=O)O)cc1OC	-3	3	4.8	-38	8	1.7	-1	7.9	1.7	-6	-9
CC(C)CC(=O)N1CCN(CC2CC=CCC2)CC1 (stereo not given)	-4	-8	2.6	-3	-19	-0.4	-1	0.5	1.2	27	11
CN(C(=O)CSc1nc(O)cc(=O)n1C1CCCC1)c1ccccc1	1	0	0.3	-18	-5	-0.1	-2	3.4	-1.9	-31	129
O=C(NCc1ccccc1)N1CCC(n2cnc3cc(F)ccc32)CC1	-9	-7	-0.7	14	4	-2.0	-5	-2.3	2.5	58	-22
Cc1ccc(OCC(=O)N/N=C\c2ccco2)c(C)c1	0	8	-0.8	10	-16	1.6	4	-1.7	1.6	-10	-8
CCOc1ccc(NC(=O)N2CCC(n3nnc4ccccc43)CC2)cc1	-1	-2	-0.8	11	13	-2.6	1	-2.2	3.9	14	-6
COc1cccc2c1Oc1ncccc1N(C(=O)CCC(=O)NCc1ccccc1)C2	-4	-11	2.3	4	2	0.8	6	-0.8	2.5	-5	-16
Cc1ccc(C(C)NC(=O)c2cccnc2)cc1 (stereo not given)	2	4	1.8	9	-3	0.1	-6	-1.7	1.1	-3	-17
O=C(NC1CCCN(c2ccc(C(F)(F)F)cn2)C1)c1ccnc(Cl)c1 (stereo not given)	-1	9	1.0	-8	-12	-5.0	-1	1.2	3.7	-7	254
CCC(C)(O)c1[nH]c2ccc(C(=O)OC)cc2c1C (stereo not given)	6	-1	2.3	8	-3	-1.7	-10	-1.4	2.7	0	2
Nc1nc(NCc2ccco2)nc(N2CCCC2)c1[N+](=O)[O-]	9	2	-2.8	11	-9	0.8	-1	-2.1	1.8	21	9
CCCNC(=O)CCn1c(-c2ccc(C)cc2)cc(C(=O)OCC)c1C	1	-15	0.8	16	-18	-1.4	3	-2.5	2.9	-27	3
Cc1ccc(S(=O)(=O)NCC(=O)N(CC2CCCO2)C(C(=O)NC2CCCCC2)C(C)C)cc1 (stereo not given)	2	-17	1.5	16	-5	-0.6	-12	-2.5	-0.6	-2	-7
Cc1cc(-c2ccc(S(=O)(=O)N(C)Cc3ccccc3)cc2)on1	26	-4	-2.1	-10	-27	-2.8	-1	1.9	-0.1	4	-5
CCSc1nnc(-c2ccccc2NC(=O)CC)c(=O)[nH]1	-9	2	0.5	6	-4	-1.5	11	-1.0	4.1	-8	-24
CCC(CO)NCc1sccc1C (stereo not given)	-7	1	3.2	10	-28	-0.6	-5	-1.9	4.7	-24	9
Cc1cc2c(cc1C)N(C(=O)CSc1nncn1C)C(C)(C)c1ssc(=S)c1-2	3	-12	-0.2	10	20	-1.1	3	-2.3	0.9	11	216
COc1ccc(NC(=O)C(=O)NCC(=O)Nc2cccc(C(F)(F)F)c2)cc1	-6	-7	1.7	-17	-3	0.9	-1	3.3	2.6	-3	9
Cc1ccc(S(=O)(=O)N2CCN(C(=O)c3ccc([N+](=O)[O-])cc3)C2)cc1	-13	5	-0.9	-20	12	-2.3	-4	4.0	3.5	-16	28
O=C(Nc1ccccc1N1CCCCC1)c1cc(S(=O)(=O)N2CCOCC2)ccc1Cl	19	0	-1.4	11	-3	-0.4	7	-1.7	2.5	.	-1
COc1ccc(/C=C(\C#N)C(=O)OCC(=O)Nc2c(C)cccc2C)cc1	1	-2	5.1	-4	2	0.6	-3	0.6	2.0	13	-15
Cc1cccc(N2C(=O)c3cccc4c(N5CCCCC5)c([N+](=O)[O-])cc(c34)C2=O)c1C	-11	-2	-1.2	1	-11	-2.4	-8	-0.2	3.3	-15	3
COc1ccc(C(=O)c2ccccc2Cl)cc1OC	-1	14	-1.0	-1	9	-0.8	-11	0.1	2.4	9	-10
Cc1ccc2[nH]c(=O)c(CN(c3cccc(C)c3C)S(=O)(=O)c3ccccc3)cc2c1	3	0	2.6	10	-1	1.4	-4	-1.9	.	16	5
CCn1c(=O)[nH]c(=O)c2c(N)c(C(=O)c3cc(F)ccc3F)sc21	-4	-6	-1.1	6	-20	-2.2	7	-1.1	0.8	20	299
CC12CCC(C(=O)NNC(=O)c3ccc(F)cc3)(OC1=O)C2(C)C (stereo not given)	-3	-9	4.4	17	-12	2.1	-6	-5.2	-0.9	0	-5
COC(=O)Cn1c(C)c(/C=C/c2cc[n+](C)cc2)c2ccccc21	-3	-1	.	4	3	.	2	-0.8	0.1	2	-5
CCSc1nnc(-c2cccnc2)n1-c1ccc(Cl)c(C)c1	-8	1	2.5	6	7	0.0	-6	-1.2	1.0	-9	314
Cc1nc(NC(=O)c2c(-c3ccccc3Cl)noc2C)sc1C	-1	-7	3.7	-18	-1	1.3	-4	4.5	1.5	14	-11
Cc1ccc(NC(=O)COC(=O)c2ccco2)cc1S(=O)(=O)N1CCOCC1	7	1	1.3	16	7	-0.2	-2	-4.1	2.7	3	4
